Rac1 GTP hydrolysis = MgcRacGAP GTPase-activating activity inhibitors, confirmation, biochemical, ADP Hunter fluorescence. inhibition, % at 30 µM, or IC50 in µM where a hit was titrated. AID 624330. 340,000 tested, 0.6% active. MgcRacGAP-stimulated Rac1 GTP hydrolysis, ADP Hunter fluorescence; higher % means a stronger effect; GST-tagged Rac1 F28L mutant substrate;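 active = first-screen hits whose inhibition reached a set limit at any dose in the follow-up dose series; inconclusive = inhibition above the set first-screen limit but never retested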;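 also: fluorescence reports GDP produced by GAP-driven GTP hydrolysis; strong numbers were not always called active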
LYP phosphatase = PTPN22 lymphoid phosphatase activity blockers – biochemical, fluorescence intensity, uHTS (AID 1779). recombinant LYP phosphatase, fluorescence intensity; higher % means a stronger effect. inhibition, % at 11.5 µM, or IC50 in µM where a hit was titrated. 290,000 tested, 0.054% active; in the data active = inhibition above about 50%;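 also: plate controls were vehicle with enzyme for no effect and no enzyme for full effect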
Siah-1 displacement = blockers of Siah-1 interaction with plectin peptide – biochemical, fluorescence polarization, rhodamine-plectin, uHTS, primary screen (AID 1817); Siah-1 / rhodamine-plectin peptide fluorescence polarization; higher % means a stronger effect; one-dose displacement, % at 20 µM; IC50 in µM for titrated hits; 290,000 tested, 0.02% active;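 active = displacement of at least 50% at 20 µM, with a fluorescence ratio check between 0.3 and a set limit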;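 also: plate controls were Siah plus tracer with DMSO for no effect and tracer alone without Siah for full effect; strong numbers were not always called active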
NTR1 agonist = NTR1-driven beta-arrestin-GFP spot formation – imaging, U2OS cells, high content, primary screen (AID 493036). agonist mode. activation, % at 20 µM. 330,000 tested, 0.17% active;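 active = activation at or above 40% of the spot to cytoplasm intensity ratio, with at least 20 cells analyzed; inconclusive = wells under 20 cells, flagged as cytotoxic or low count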;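 also: 0% = DMSO without peptide and 100% = 100 nM NTR1 peptide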
Target sequence (P30989 whole entry, looked up): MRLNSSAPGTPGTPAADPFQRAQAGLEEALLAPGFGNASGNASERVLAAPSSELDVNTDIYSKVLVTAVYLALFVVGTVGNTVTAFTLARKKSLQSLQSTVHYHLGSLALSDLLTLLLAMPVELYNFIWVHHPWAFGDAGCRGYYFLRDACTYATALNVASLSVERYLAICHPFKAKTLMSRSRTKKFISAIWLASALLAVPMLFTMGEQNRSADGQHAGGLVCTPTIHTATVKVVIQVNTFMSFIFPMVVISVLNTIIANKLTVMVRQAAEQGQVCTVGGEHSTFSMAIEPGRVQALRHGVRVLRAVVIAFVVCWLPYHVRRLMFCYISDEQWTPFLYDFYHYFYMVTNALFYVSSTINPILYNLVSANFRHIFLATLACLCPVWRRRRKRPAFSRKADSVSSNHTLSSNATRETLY
GPR35 antagonists = inhibition of zaprinast-stimulated GPR35 beta-arrestin translocation – imaging, U2OS, beta-arrestin-GFP, zaprinast agonist, primary screen (AID 2058); U2OS GPR35 beta-arrestin-GFP translocation imaging, zaprinast antagonism; higher % means a stronger effect; 290,000 tested, 0.052% active; inhibition, % at 10 µM; hits with a dose series show IC50 in µM;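 active = inhibition of at least 50% with at least 30 cells and total cytoplasm GFP at most 10,000,000; inconclusive = under 30 cells or total GFP of 10,000,000 plus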
GPR55 antagonists = GPR55 antagonists blocking LPI-driven arrestin recruitment, primary screen, imaging, U2OS, beta-arrestin-GFP, LPI agonist (AID 2013); U2OS GPR55 beta-arrestin-GFP translocation imaging, LPI antagonism; higher % means a stronger effect; one-dose inhibition, % at 10 µM; IC50 in µM for titrated hits; 290,000 tested, 0.13% active;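 active = spots per cell inhibited over 60%, with over 100 cells counted and total cytoplasm intensity under 500,000; inconclusive = wells with under 100 cells, flagged as likely toxic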;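 also: U2OS cells stably carrying GPR55 and arrestin-GFP stimulated by 5 µM LPI near EC80; imaged beta-arrestin-GFP aggregate spots per cell after agonist stimulation; plate controls were LPI-stimulated DMSO wells for no effect and DMSO wells without LPI for full effect; some results filed as inactive read as strong as hits; confirmed hits need IC50 under 10 µM and bright autofluorescent wells are also inconclusive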
HIV peptide binding = cell-free HIV fusion peptide-binding blockers – biochemical, uHTS, fluorescence dequenching, primary screen (AID 1986); cell-free peptide binding, fluorescence dequenching, 30 min; higher % means a stronger effect; one-dose inhibition, % at 20 µM; IC50 in µM for titrated hits; 290,000 tested, 0.3% active; in the data active = inhibition mostly above about 52%, no sharp cut-off; inactive = mostly below about 76%; also: some results filed as inactive read as strong as hits
PhoP inhibition = inhibitors of PhoP regulon expression, primary screen, Salmonella Typhimurium, GFP reporter (AID 1863); S. Typhimurium PhoP-regulated promoter GFP reporter, 4 h; higher % means a stronger effect; inhibition, % at 50 µM; hits with a dose series show IC50 in µM; 300,000 tested, 0.16% active;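 active = inhibition over 29.93%, a cutoff 3 SD above the screen mean, later confirmed by dose response; inconclusive = inhibition over 29.93% but no dose response follow-up; inactive = inhibition at most 29.93% or unconfirmed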;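 also: 0% = low Mg2+ inducing control and 100% = high Mg2+ repressing control; strong numbers were not always called active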
Myeloid diff MLP = myeloid differentiation induction; 360,000 tested, 1% active; ER-HoxA9 myeloid progenitors, lysozyme-GFP differentiation, flow cytometry; calls only at 10 µM;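 active = normalized GFP-positive differentiation at or above the plate's own cutoff, the solvent-only control mean plus 3 SD; inconclusive = no clear call, values can overlap the other calls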;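 also: cells exposed to compound for four days before flow analysis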
NTR1 agonist cell count 20 µM = also measured in NTR1 agonist; calls as there; cell count; measured here: cell count, cytotoxicity flag
Myeloid diff MLP GFP+ MAC1+ % = further read-out of Myeloid diff MLP, marked with its call; GFP+ MAC1+ double positive, %; measured here: differentiation confirmed by MAC1 staining
* marks the source's active call; other numbers are inactive results; i = inactive; ? = inconclusive; nt = not tested or not shown; + = active, no number.

SMILES	Rac1 GTP hydrolysis	LYP phosphatase	Siah-1 displacement	NTR1 agonist	NTR1 agonist cell count 20 µM	GPR35 antagonists	GPR55 antagonists	HIV peptide binding	PhoP inhibition	Myeloid diff MLP	Myeloid diff MLP GFP+ MAC1+ %
CC(C)CCNC(=O)CN(Cc1ccco1)C(=O)CCC(=O)Nc1nccs1	8%	-11%	11%	1.0	44	12%	2%	1.3%	4%	i	4.2
O=C1c2ccccc2-c2c1cccc2C(=O)N(CCO)CCO	7%	-1%	-1%	-1.4	47	-8%	2%	-1.7%	8%	i	5.0
S=C(Nc1ccc(Br)cc1Cl)Nn1cnnc1	-1%	-3%	14%	0.6	51	-12%	8%	0.0%	-10%	i	0.9
COC(=O)c1cn(NC(=O)c2cnccn2)c(=O)c2ccccc12	8%	-11%	3%	-1.3	76	-12%	4%	-1.9%	3%	i	0.6
CCOc1ccc(NC(=O)CSc2nc3c(c(=O)n2C)SC(C)C3)cc1 (centres undefined)	9%	4%	3%	-1.4	48	-2%	5%	-2.8%	9%	i	3.1
O=C(/C=C/c1cccc([N+](=O)[O-])c1)NCCN1CCOCC1	8%	-4%	1%	0.7	39	3%	21%	1.2%	9%	i	4.6
CC(C)c1ccc(NC2CCCN(C(=O)c3cscn3)C2)cc1 (centres undefined)	7%	-8%	4%	1.0	66	-2%	-7%	-0.6%	2%	i	2.7
Cc1cc(NC(=O)CSc2nc(N)c(NC(=O)c3ccccc3)c(=O)[nH]2)no1	11%	-8%	2%	0.4	93	6%	-1%	-0.5%	-5%	i	0.8
Cc1cc(C(=O)Nc2nc3c(C)cccc3s2)c(C)o1	13%	-2%	2%	-1.5	47	-13%	12%	-1.5%	-4%	i	1.1
Nc1nn(-c2ccccc2)c(N)c1N=Nc1ccccc1F	12%	-6%	-4%	3.5	31	0%	-3%	-0.8%	3%	?	nt

Continued; the last 2 above are carried over.
SMILES	Rac1 GTP hydrolysis	LYP phosphatase	Siah-1 displacement	NTR1 agonist	NTR1 agonist cell count 20 µM	GPR35 antagonists	GPR55 antagonists	HIV peptide binding	PhoP inhibition	Myeloid diff MLP	Myeloid diff MLP GFP+ MAC1+ %
Cc1cc(C(=O)Nc2nc3c(C)cccc3s2)c(C)o1	13%	-2%	2%	-1.5	47	-13%	12%	-1.5%	-4%	i	1.1
Nc1nn(-c2ccccc2)c(N)c1N=Nc1ccccc1F	12%	-6%	-4%	3.5	31	0%	-3%	-0.8%	3%	?	nt
CCOC(=O)N1CCC(NC(=O)c2ccc3c(c2)sc2nc(-c4cccc(OC)c4)cn23)CC1	nt	-4%	18%	nt	nt	-5%	-1%	-0.3%	-13%	nt	nt
CCn1nc(NC(=O)c2ccco2)c2cc3cc(C)ccc3nc21	20%	0%	11%	0.5	40	7%	13%	0.1%	-10%	i	0.6
O=C(O)CSc1c2c(nc3cc(C(=O)Nc4cccc(C(F)(F)F)c4)ccc13)CCCC2	10%	-5%	-1%	0.0	60	3%	3%	46%	4%	i	2.3
CCOC(=O)C(Cc1c(F)cccc1Cl)c1ccnc2nc(N)nn12 (centres undefined)	8%	6%	-2%	1.2	60	17%	-5%	0.8%	-3%	i	0.8
Cn1cccc1C1(C(F)(F)F)NCCNC1=O (centres undefined)	5%	5%	7%	-1.1	94	-4%	3%	0.5%	8%	i	0.7
COc1ccccc1N(CC(=O)NCC1CCCO1)C(=O)CNS(=O)(=O)c1ccc(C)cc1 (centres undefined)	3%	-8%	4%	1.1	52	3%	6%	0.8%	7%	i	6.9
O=C(O)[C@@H]1CC(O)CN1C(=O)CCc1c[nH]c2ccccc12 (some centres undefined)	-6%	-5%	2%	1.6	87	-7%	-18%	-1.2%	-9%	i	0.3
COc1ccc(CCNC(=O)COc2ccc(S(=O)(=O)N3CCOCC3)cc2)cc1OC	4%	-9%	-1%	0.0	55	8%	5%	0.9%	-13%	i	1.7
CCOc1cc(/C=C2\SC(=S)N(Nc3ccccc3)C2=O)ccc1O	11%	1%	-9%	3.1	73	3%	9%	14%	-5%	i	0.7
COc1ccc(C(=O)CSc2nc3cccnc3n2C)cc1	17%	-2%	3%	-2.1	65	-2%	3%	1.2%	-2%	i	1.1
NC(=O)COC(=O)c1ccc2c(c1)C(=O)N(Cc1ccco1)C2=O	4%	-17%	-4%	2.4	60	0%	-11%	0.3%	-8%	i	0.7
CCOc1ccccc1CNS(=O)(=O)c1cc(-c2cc(C)no2)ccc1OC	9%	-10%	5%	1.7	80	-25%	0%	0.0%	6%	i	0.8
O=C(Nc1cccn(Cc2c(F)cccc2Cl)c1=O)NC1CCCCC1	3%	0%	0%	5.1	46	12%	-6%	-2.1%	9%	i	1.2
N#CC(C(=O)c1ccccc1Cl)=C1SCCCS1	nt	-1%	1%	0.6	45	3%	4%	2.0%	-2%	i	0.5
CCOC(=O)C(C(=O)OCC)N(C#N)c1nc(N(C)C)nc(N(C)C)n1	3%	-9%	7%	2.5	43	16%	4%	0.1%	7%	i	0.4
Cc1ccc(C(=O)Nc2ccccc2C(=O)O)cc1NC(=O)COc1c(C)cccc1C	9%	4%	13%	1.7	46	5%	6%	35%	-7%	i	0.7
O=C(c1ccccc1Oc1ccccc1)N1CCN(c2ccccc2F)CC1	4%	-8%	0%	3.6	43	-10%	-4%	-0.5%	5%	i	0.5
Cc1oc2ccc(OCc3ccc(F)cc3Cl)cc2c1C(=O)O	14%	-8%	13%	1.5	65	7%	-11%	7.9%	-10%	i	0.6
CCOC(=O)C(=CNc1cc(C(F)(F)F)ccc1N1CCOCC1)C(=O)OCC	11%	-1%	4%	2.7	50	2%	8%	-1.7%	-14%	i	0.2
COc1ccc(NCc2nnc(SCC(=O)NCc3ccccc3)n2-c2ccccc2OC)cc1	20%	-7%	-2%	1.1	38	11%	13%	-2.2%	0%	i	0.3
Cc1cc(C)cc(C(=O)N/N=C/c2ccoc2)c1	6%	-8%	12%	-1.1	75	2%	9%	-0.9%	3%	i	0.4
COC(=O)N/N=C(\C)c1ccc(OC(F)F)cc1	3%	-7%	16%	0.7	28	5%	5%	-0.2%	4%	i	0.5
O=C(CCCCn1c(=O)c2ccccc2n(CC(=O)NC2CCCC2)c1=O)NC1CCCC1	8%	-2%	0%	0.9	37	-1%	4%	0.5%	-12%	i	0.1
CCOC(=O)N1CCN(C(=O)C2CCN(S(=O)(=O)c3ccc(NC(C)=O)cc3)CC2)CC1	15%	-7%	0%	0.8	54	15%	10%	0.4%	3%	i	1.4
COc1cc(OC)cc(C(=O)NCC(=O)OCC(=O)Nc2ncc(Cl)cc2Cl)c1	12%	0%	-4%	1.0	64	-12%	8%	1.7%	-3%	i	0.4
O=C(NC1CCc2ccccc21)c1cc(COc2cncc(Cl)c2)on1 (centres undefined)	3%	-5%	-5%	2.3	75	6%	21%	-1.9%	17%	i	0.6
COc1cccc(/C=N/n2c(C3CCCCC3)n[nH]c2=S)c1O	17%	-2%	1%	0.9	92	5%	-8%	0.5%	8%	i	0.3
O=C(NCc1cccnc1)C12CC3CC(CC(Cl)(C3)C1)C2	2%	-17%	-2%	1.0	61	-2%	-6%	-1.5%	4%	i	1.1
O=C(NN=C1C2CC3CC1CC(Cl)(C3)C2)c1cccs1	11%	-5%	-4%	1.9	94	-3%	8%	1.5%	8%	i	0.1
COC(=O)c1cn(-c2ccccc2)nc1-c1cccnc1	7%	-6%	2%	0.8	96	16%	9%	0.5%	6%	i	0.4
CN(CC(=O)N1CCc2ccccc2C1)c1ccccc1	10%	-8%	2%	-1.4	112	3%	1%	-1.9%	-3%	i	0.5
Cc1ccccc1NC(=O)Cn1cnc2c(oc3nc4c(cc32)COC(C)(C)C4)c1=O	2%	-8%	0%	1.2	44	-1%	5%	-0.1%	-5%	i	0.6
O=S(=O)(c1ccc2ccccc2c1)N1CCN(C(=S)Nc2ccccc2F)CC1	6%	4%	-1%	2.4	55	7%	-5%	0.4%	-4%	i	0.5
COc1ccc(C)cc1Nc1nc(-c2c[nH]c3ccccc23)cs1	-8%	-4%	-7%	-1.0	85	12%	11%	16%	8%	+	0.5*
Cn1c(=O)c2c(nc(N3CCOCC3)n2CCCNC2=NCCCCC2)n(C)c1=O	6%	-2%	-2%	1.5	92	-3%	-5%	-0.2%	1%	i	1.1
CC(=O)Nc1cccc(NC(=O)CSc2nnc(Cc3cccn3C)n2CCc2ccccc2)c1	6%	-4%	1%	2.1	59	-4%	15%	-1.3%	2%	i	6.5
CCOC(=O)N1CCN(S(=O)(=O)N2CCCC(C(=O)NCc3cccc(OC)c3)C2)CC1 (centres undefined)	3%	-7%	12%	0.7	54	-4%	15%	0.7%	-12%	+	7.8*
Fc1ccc(NC(=S)Nc2cccc3ccccc23)cc1	22%	1%	54%	2.1	61	5%	-1%	29%	-1%	i	1.1
CCOc1cccc(OCCOCCN(C)Cc2ccccc2)c1	-1%	-5%	2%	-1.5	41	-15%	5%	-0.6%	-1%	i	1.2
COC(=O)c1cc(N2C(=O)C3C4C=CC(CC4)C3C2=O)ccc1Cl (centres undefined)	-7%	-9%	3%	0.1	108	4%	2%	-0.7%	0%	i	0.5
C=C1CCC[C@]2(C)C[C@H]3OC(=O)C(CNCCN(C)C)[C@H]3CC12 (some centres undefined)	10%	-7%	-1%	1.1	82	10%	11%	-1.1%	-1%	i	0.5
Cc1cccc(CC(C)NC(=O)c2cc(COc3ccc(C)c(C)c3)on2)n1 (centres undefined)	10%	-3%	4%	0.8	81	-6%	-2%	-2.7%	8%	i	1.1
N#Cc1cc(C#N)c(N2CCN(c3ccccn3)CC2)nc1N	5%	-6%	-3%	-0.6	55	-6%	-14%	0.8%	1%	+	22*
Cc1cc(C)c(S(=O)(=O)Nc2ccccc2-c2ccccc2)c(C)c1	13%	3%	4%	14	62	12%	20%	1.3%	-15%	i	0.5
CCSCc1nc2ccccn2c1Br	1%	0%	-4%	nt	nt	-8%	2%	4.7%	-3%	i	0.2
Cc1ccccc1NC(=O)N1CCCC(c2nc(-c3ccc(F)cc3)no2)C1 (centres undefined)	0%	-11%	1%	1.3	66	-22%	0%	-1.4%	2%	i	9.1
